Source: PubChem
NadD inh = inhibitors of S. aureus NadD, primary screen, biochemical, colorimetric, uHTS | Nicotinate-nucleotide adenylyltransferase NadD (Staphylococcus aureus N315) | purified NadD enzyme, colorimetric absorbance read-out | inhibition, % at 20 µM | actives 0.78% (n = 360,000) | AID 602399, 2012; in the data active = inhibition above about 26%; also: some compounds past the cut are filed as inactive
CSN inh = inhibitors of CSN-mediated cullin deneddylation, primary screen, biochemical, fluorescence polarization, uHTS; Purified CSN, SCF-Nedd8-OG deneddylation; COP9 signalosome complex subunit 5 (Homo sapiens), Q92905; actives 0.38% (n = 360,000); inhibition, % at 12.5 µM;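 active = pattern-corrected inhibition above about 35%, with an unprinted fluorescence ratio check between 0.5 and 1.5, limit read from the data, passing the limit was not always enough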;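 also: 0% = enzyme with substrate and 100% = substrate without enzyme; some results filed as inactive read as strong as hits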
Target sequence (Q92905 whole entry, looked up, one chain of several): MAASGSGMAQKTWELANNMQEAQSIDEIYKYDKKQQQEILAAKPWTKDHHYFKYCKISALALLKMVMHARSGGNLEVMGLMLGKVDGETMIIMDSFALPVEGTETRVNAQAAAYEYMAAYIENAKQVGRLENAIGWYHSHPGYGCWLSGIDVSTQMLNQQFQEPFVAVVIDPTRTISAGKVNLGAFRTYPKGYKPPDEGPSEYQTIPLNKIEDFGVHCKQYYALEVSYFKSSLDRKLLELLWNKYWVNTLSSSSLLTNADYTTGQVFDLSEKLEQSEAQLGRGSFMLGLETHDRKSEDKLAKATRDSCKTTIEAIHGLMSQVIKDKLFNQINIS
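test system = HEK293T-derived human Csn5 enzyme | amount = 0.24 nM Csn5 enzyme, final concentration | medium = Tris/NaCl/DTT buffer, pH 7.5 | schedule = 90 min reaction at room temperature | signal = FP | evaluation = inhibition of Csn5 cleavage, % | compound dosing = single dose of 12.5 µM compound with 0.25% DMSO | probe or stimulus = 10 nM SCFSkp2-Nedd8OG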
SUMO1-SIM PPI = modulators of SUMO1 protein-protein interactions, primary screen, biochemical, uHTS; SUMO1 binding to a labelled peptide, TR-FRET, 1 h; inhibition, % at 20 µM; actives 0.33% (n = 360,000); AID 602429, 2012; in the data active = inhibition above about 37%
Target sequence (P63165 whole entry, looked up): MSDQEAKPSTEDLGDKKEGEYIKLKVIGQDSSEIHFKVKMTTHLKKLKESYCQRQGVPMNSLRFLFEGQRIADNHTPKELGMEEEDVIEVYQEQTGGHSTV
Scp1 inh = Scp-1 phosphatase inhibitors, primary screen, biochemical, colorimetric, uHTS; Carboxy-terminal domain RNA polymerase II polypeptide A small phosphatase 1 (Homo …; Recombinant Scp1, phosphopeptide, malachite green phosphate absorbance; inhibition, % at 20 µM; actives 0.88% (n = 340,000); AID 493091, 2011;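 active = inhibition above about 50% at 20 µM, limit read from the data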;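 also: plate controls were DMSO wells with enzyme for no effect and wells lacking enzyme for full effect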
Target sequence (Q9GZU7 76-261 limits assumed): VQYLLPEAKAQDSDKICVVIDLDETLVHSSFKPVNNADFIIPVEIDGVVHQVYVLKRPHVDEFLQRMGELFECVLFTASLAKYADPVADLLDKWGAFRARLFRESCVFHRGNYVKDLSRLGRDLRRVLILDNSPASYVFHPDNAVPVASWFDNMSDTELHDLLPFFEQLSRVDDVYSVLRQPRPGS
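Material: truncated SCP-1 phosphatase (76-261aa) / Buffer or medium: 50 mM Tris acetate pH 5.5, 0.005% Tween-20, 10 mM MgCl2 / Compound dosing: one concentration, 20 µM, with 1.0% DMSO / Incubation: 45 min room-temperature reaction, 5 min colour, 30 min stabiliser / Detection: colorimetric free-phosphate detection, absorbance 630 nm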
MsrA inh = bovine MsrA enzyme inhibitors, primary screen, biochemical, absorbance, HTS; inhibition, % at 15.5 µM; Methionine sulfoxide reductase A (Bos taurus); AID 651718, 2012; purified bovine MsrA, absorbance read-out; actives 0.75% (n = 360,000); in the data active = inhibition above about 4.5%;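 also: 0% = vehicle wells with enzyme and 100% = reference inhibitor wells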
LMPTP block = LMPTP phosphatase inhibitors, primary screen, biochemical, fluorescence intensity, uHTS. recombinant LMPTP-A, OMFP fluorogenic substrate. inhibition, % at 20 µM. actives 0.22% (n = 360,000);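 active = compounds that cut the enzyme signal by at least half of the control window in the single-dose screen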;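 also: plate controls were DMSO wells with enzyme plus substrate for no effect and substrate without enzyme for full effect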
Target sequence (P24666 whole entry, looked up): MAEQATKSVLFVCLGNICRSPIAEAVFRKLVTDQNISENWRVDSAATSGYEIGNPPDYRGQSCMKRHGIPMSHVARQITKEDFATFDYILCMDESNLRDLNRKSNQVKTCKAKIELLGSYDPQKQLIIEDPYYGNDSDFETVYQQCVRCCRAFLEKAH
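Assay system: LMPTP-A, protein tyrosine phosphatase of low molecular weight / Medium: pH 6.0 Bis-Tris buffer with DTT and Triton X-100 / Schedule: 50 min enzyme reaction at room temperature, protected from light / Measured by: endpoint fluorescence intensity from OMFP dephosphorylation / Read-out basis: % inhibition relative to no-enzyme and uninhibited control wells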
DNMT1 inh = human DNMT1 methyltransferase inhibitors, primary screen, biochemical, molecular beacon, fluorescence, HinP1I cleavage, uHTS | DNA (cytosine-5)-methyltransferase 1 (Homo sapiens), P26358 | inhibition (reported as % activation of signal), % at 10 µM | actives 0.83% (n = 360,000) | AID 588458, 2011; in the data active = inhibition above about 50%
Tb MetRS inh = T. brucei MetRS inhibitors, primary screen, biochemical, luminescence | actives 0.4% (n = 360,000) | methionyl-tRNA synthetase (Trypanosoma brucei brucei) | inhibition, % at 11.9 µM | AID 624268, 2012 | purified T. brucei MetRS, ATP depletion, Kinase-Glo luminescence;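 active = inhibition above a per-plate cutoff of the control wells' mean inhibition plus 3 SD, cut at about 5.5% in these data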;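 also: 0% = DMSO wells median and 100% = median of wells with control inhibitor compound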
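Material: T. brucei methionyl-tRNA synthetase, purified; reagent: substrates ATP, L-methionine and bulk Escherichia coli tRNA; dosing: 11.9 µM single point; timing: 15 min plus 2 h at 25 °C; detection: luminescence of leftover ATP; evaluation: % inhibition; control set: DMSO-only wells as low control; replicates: singlicate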
Rpn11 inh = Rpn11 (PSMD14) deubiquitinase inhibitors, primary screen, biochemical, fluorescence polarization, uHTS; 26S proteasome non-ATPase regulatory subunit 14 (Homo sapiens), O00487; human 26S proteasome, Ub4-pepOG fluorescence polarization; 20S core pre-blocked with epoxomicin; calls only at 20 µM; actives 0.59% (n = 360,000); AID 588493, 2011;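 active = inhibition at 20 µM, scaled to each plate's controls, above about 33%, limit read from the data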
STEP block = STEP phosphatase inhibitors, primary screen, biochemical, fluorescence intensity, uHTS. Tyrosine-protein phosphatase non-receptor type 5 (Homo sapiens), P54829. inhibition, % at 20 µM. recombinant STEP, OMFP fluorogenic substrate. actives 0.25% (n = 360,000);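 active = inhibition at 20 µM, scaled per plate between control wells, above about 37%, limit read from the data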;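 also: 0% = DMSO with enzyme and substrate and 100% = substrate only without enzyme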
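Material: STEP (striatal-enriched tyrosine phosphatase) enzyme, cell-free | Medium: 50 mM Bis-Tris pH 6.0 with 2.5 mM DTT and 0.005% Tween 20 | Read-out: Percent inhibition scaled to no-enzyme and uninhibited-enzyme controls, plate-pattern corrected | Signal: Fluorescence read at 480 nm ex / 540 nm em | Times: 20 min reaction, room temperature, in the dark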
Numbers without * were called inactive; i = inactive; / = no result given. Rows were taken by chance; 3.9% or so of the library scored in one or more.

Structure	NadD inh	CSN inh	SUMO1-SIM PPI	Scp1 inh	MsrA inh	LMPTP block	DNMT1 inh	Tb MetRS inh	Rpn11 inh	STEP block
COc1ccc(CN2C(=NC(=O)c3ccccc3)SC3CS(=O)(=O)CC32)cc1OC (configuration not stated)	-6	-2	-8	-9	-0.3	2.1	0	0.3	i	-1
CC(C)CC(CO)N1CCN(C(=O)c2ccc(Cl)cc2)CCC1=O (configuration not stated)	0	1	8	-6	0.7	-1.3	4	1.3	i	3
O=C(NC1CC2CCCC(C1)N2C(=O)NCc1ccccc1)C1CC1 (configuration not stated)	1	0	-5	-1	-0.8	-0.3	-4	-1.1	i	-1
CCOCCCNC(=O)Cn1cnc2c(cnn2-c2ccc(C)c(C)c2)c1=O	-5	0	4	-3	-0.5	-0.6	1	-0.5	i	-1
Cc1onc(-c2ccccc2Cl)c1C(=O)Nc1cnn(Cc2ccccc2)c1	1	1	-9	38	-0.1	1.6	-3	0.4	i	-2
CC(Sc1ccccc1)C(=O)N1CCN(S(=O)(=O)c2ccc(Cl)cc2)CC1 (configuration not stated)	3	4	-3	-10	-0.5	-0.7	-3	1.6	i	-1
O=C(N/N=C/c1cccn1-c1ccc([N+](=O)[O-])cc1)c1cccnc1	-1	3	-32	-14	3.7	1.9	-4	0.0	i	-2
CN1C(=O)NC(=O)C1c1ccccc1 (configuration not stated)	-1	-2	3	-4	0.3	-0.2	0	-0.1	i	0
C=CCn1c(SCC(=O)Nc2nc(C)cs2)nnc1C(NC(=O)c1ccccc1)C(C)C (configuration not stated)	4	-4	1	0	0.6	-0.1	3	-0.4	i	-1
CCCc1nc2ccccc2c(=O)n1NC(=O)c1c(O)c2ccccc2n(C)c1=O	14	10	17	-12	0.3	0.3	34	-0.3	i	1
CCCn1c(=O)c2c(nc3n2CCS3)n(C)c1=O	-2	0	3	-5	-0.6	0.9	5	-0.3	i	0
Nc1ncnc2c1ncn2[C@@H]1O[C@H](C(=O)N[C@@H](CO)c2ccccc2)[C@@H](O)[C@H]1O	0	2	0	/	0.2	0.0	3	-0.6	i	-2
COc1ccc(S(=O)(=O)N2CCCCC2)cc1NC(=O)CCC(=O)N1CCC(c2ccccc2)=N1	-3	-5	-13	-10	0.4	0.6	-4	0.4	i	4
O=C(COC(=O)c1c(Cl)cccc1Cl)Nc1ccccc1Br	-6	-2	-3	-13	-0.9	1.7	-3	-0.2	i	3
Cc1ccc(S(=O)(=O)N2CCN(CCO)CC2)cc1-c1nnc2c3ccccc3c(C)nn12	7	-3	4	-3	-0.6	-0.4	-1	0.3	i	-2
Cc1ccc(CNC(=O)CS(=O)(=O)c2cn(CC(=O)N3CCOCC3)c3ccccc23)cc1	-1	1	-8	-2	0.1	0.3	0	0.1	i	-1
COc1cc(/C=N\NC(=O)c2c(C)nc3cc(C)ccn23)ccc1O	2	-2	-3	7	7.1*	1.2	-1	-0.7	i	-3
COc1ccc(/C=N/OCC(=O)N2CC3(C)CC2CC(C)(C)C3)cc1OC (configuration not stated)	2	3	-4	-3	0.2	-0.6	-2	0.1	i	9
O=C(O)c1cccc(S(=O)(=O)Nc2ccccc2Cc2ccccc2)c1	-2	6	4	-1	-0.1	-0.1	0	-0.7	i	0
NCC(c1ccccc1)(c1ccccc1)c1ccccc1	3	-4	-1	-7	0.3	-0.8	8	0.1	i	0
CC(=O)c1cnc(Nc2cccc(Cl)c2Cl)s1	-3	-1	-15	-11	4.8*	0.4	-1	-0.2	i	-5
NS(=O)(=O)c1ccc(NC(=O)CSc2ccccn2)cc1	1	5	-4	2	-0.2	-0.3	-3	-1.0	i	2
COc1cc(C2CC(=O)c3cnc(NC(=O)c4ccco4)nc3C2)cc(OC)c1OC (configuration not stated)	2	-1	-1	-5	1.0	11	-3	0.1	i	2
COc1ccc(NC(=S)N2CCC(C(=O)c3ccc(C)cc3)CC2)c(OC)c1	7	4	3	-1	0.7	1.0	-1	-0.5	i	7

2 records picked at random from the list so far, as already listed:
Structure	NadD inh	CSN inh	SUMO1-SIM PPI	Scp1 inh	MsrA inh	LMPTP block	DNMT1 inh	Tb MetRS inh	Rpn11 inh	STEP block
CC(=O)c1cnc(Nc2cccc(Cl)c2Cl)s1	-3	-1	-15	-11	4.8*	0.4	-1	-0.2	i	-5
Cc1ccc(CNC(=O)CS(=O)(=O)c2cn(CC(=O)N3CCOCC3)c3ccccc23)cc1	-1	1	-8	-2	0.1	0.3	0	0.1	i	-1

Other structures follow:
Sequence of screens: NadD inh | CSN inh | SUMO1-SIM PPI | Scp1 inh | MsrA inh | LMPTP block | DNMT1 inh | Tb MetRS inh | Rpn11 inh | STEP block
COc1cccc(C(=O)NNC(=O)c2ccc(NS(=O)(=O)c3cccs3)cc2)c1OC
→ 0 | 6 | 8 | -3 | 0.3 | -1.2 | 1 | -0.6 | i | -1
Cc1ccc(S(=O)(=O)N/N=C\c2ccc3c(c2)OCO3)c(C)c1
→ -2 | -3 | -2 | -6 | -0.5 | 1.0 | 0 | -0.5 | i | -1
Cc1cccc(NC(=O)CCC(=O)N/N=C/c2ccco2)c1C
→ -1 | -6 | -5 | 1 | -0.5 | 0.6 | 0 | 0.3 | i | -5
Cc1[nH]c2ccc(-c3n[nH]c(=S)n3C)cc2c1C
→ 1 | 4 | -4 | 4 | -0.1 | -0.5 | -2 | -0.8 | i | 0
CCN(CC)C(=O)[C@H]1CC(CC(=O)NCCC2=CCCCC2)C(=O)N2CCc3c([nH]c4ccc(OC)cc34)[C@]12C (some centres not stated)
→ 5 | 7 | -1 | 4 | 1.6 | -1.0 | 0 | -1.0 | i | 1
Cc1c(NC(=O)/C(=C/c2cccs2)NC(=O)c2ccccc2)c(=O)n(-c2ccccc2)n1C
→ 0 | -1 | -9 | -5 | 1.1 | 2.3 | -1 | 0.8 | i | -1
CCOC(=O)c1cnc(SCC(=O)c2ccc3c(c2)OCCO3)nc1N
→ -5 | 2 | -1 | -4 | -0.3 | 0.5 | -1 | 0.1 | i | -3
COc1ccc2c(CC(=O)OCC(=O)c3ccc(F)cc3)coc2c1
→ 7 | 14 | -3 | -6 | 0.5 | 0.2 | 1 | -0.1 | i | 1
COc1nc(NC2OC(CO)C(O)C(O)C2O)c(N)c(=O)[nH]1 (configuration not stated)
→ -4 | -3 | 7 | -10 | 1.3 | -1.8 | 5 | -0.1 | i | 0
Cc1ccc2oc(=O)cc(CN3CCN(C/C=C/c4ccccc4)CC3)c2c1
→ 5 | 1 | -3 | -7 | 1.1 | 3.6 | -2 | 3.1 | i | 1
Cc1ccc(C(C)n2cc(C(=O)NCCN3CCN(C)CC3)nn2)cc1 (configuration not stated)
→ -5 | 2 | 2 | 6 | 0.1 | -0.6 | 6 | 0.2 | i | -2
COc1cccc(C(C)(O)c2nc(-c3cccc4cccnc34)cs2)c1 (configuration not stated)
→ -1 | -4 | -15 | / | 0.3 | 1.3 | -6 | -0.2 | i | -2
Cc1cc2oc3c(c(=O)c2cc1C)C(c1ccc(C(C)C)cc1)N(CCCN1CCOCC1)C3=O (configuration not stated)
→ 4 | -5 | -10 | -4 | 1.3 | -0.5 | -3 | -0.1 | i | -2
CCOc1ccc(C2C(=O)N(C3CCCCC3)CC(=O)N2CC2CCCO2)cc1OC (configuration not stated)
→ -1 | -1 | -2 | -4 | -1.6 | 0.6 | 2 | -0.7 | i | -1
COc1ccccc1Oc1ccc(N2CC(C(=O)OCC(=O)c3ccc(F)cc3)CC2=O)cc1 (configuration not stated)
→ -1 | 7 | 2 | -14 | -0.6 | 3.5 | -7 | -0.3 | i | 0

Molecules listed so far with an NH in an aromatic ring, in the order listed:
Sequence of screens: NadD inh | CSN inh | SUMO1-SIM PPI | Scp1 inh | MsrA inh | LMPTP block | DNMT1 inh | Tb MetRS inh | Rpn11 inh | STEP block
Cc1[nH]c2ccc(-c3n[nH]c(=S)n3C)cc2c1C
→ 1 | 4 | -4 | 4 | -0.1 | -0.5 | -2 | -0.8 | i | 0
CCN(CC)C(=O)[C@H]1CC(CC(=O)NCCC2=CCCCC2)C(=O)N2CCc3c([nH]c4ccc(OC)cc34)[C@]12C (some centres not stated)
→ 5 | 7 | -1 | 4 | 1.6 | -1.0 | 0 | -1.0 | i | 1
COc1nc(NC2OC(CO)C(O)C(O)C2O)c(N)c(=O)[nH]1 (configuration not stated)
→ -4 | -3 | 7 | -10 | 1.3 | -1.8 | 5 | -0.1 | i | 0
